High-throughput results from PubChem.
GASC-1 inh = inhibitors of human GASC-1 (JMJD2C) demethylase; inhibition, % at 2.35 µM; 0.069% of 330,000 active; Q9H3R0; GST-JMJD2C(1-420) H3K9me3 demethylation, DELFIA europium;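 active means more than half of a compound's replicate wells show inhibition beyond 50%, single wells judged on their own value; inconclusive means some, but no more than half, of replicates pass 50% inhibition; inactive means no replicate passes 50% inhibition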;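 further: signal counts dimethyl H3K9 product captured on neutravidin plate; 0% = median of DMSO wells and 100% = 0.3 times that DMSO median; strong numbers were not always called active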
Target sequence (Q9H3R0 1-420 limits assumed): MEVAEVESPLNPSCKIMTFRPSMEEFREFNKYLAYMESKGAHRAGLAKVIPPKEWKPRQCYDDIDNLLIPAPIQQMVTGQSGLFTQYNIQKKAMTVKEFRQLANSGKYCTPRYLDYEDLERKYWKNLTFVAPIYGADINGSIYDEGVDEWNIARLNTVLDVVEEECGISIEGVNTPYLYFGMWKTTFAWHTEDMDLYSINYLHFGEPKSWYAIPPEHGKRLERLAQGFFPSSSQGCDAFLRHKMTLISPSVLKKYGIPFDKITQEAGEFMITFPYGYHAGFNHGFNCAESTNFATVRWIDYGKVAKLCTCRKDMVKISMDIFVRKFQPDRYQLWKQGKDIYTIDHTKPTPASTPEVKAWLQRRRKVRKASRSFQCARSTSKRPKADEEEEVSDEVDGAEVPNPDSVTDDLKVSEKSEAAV
HCV core dimer = HCV core protein dimerization inhibition; TR-FRET GST/Flag-core106 dimerization, 1536-well; 0.33% of 300,000 active; AID 1899; inhibition, % at 5 µM;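 active means inhibition above the mean of all tested compounds plus 3 SD, set per screening campaign, cut at about 45% in these data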
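Material: Tagged HCV core106 pair (GST and Flag) | Amount: GST-core106 13.5 nM, Flag-core106 17 nM | Medium: KF-containing HEPES buffer, pH 7.45, DTT, CHAPS, BSA | Reagent: Eu donor and XL665 acceptor anti-tag antibodies | Schedule: 4 h at 22.5 °C | Technique: Time-resolved FRET, ex 340 nm, em 617 and 671 nm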
PP5 primary = inhibitors of human protein phosphatase 5 (PP5) | AID 1987 | 0.18% of 320,000 active | purified PP5c, OMFP substrate fluorescence | inhibition, % at 6.7 µM | P53041;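 active means inhibition above the campaign's mean inhibition across all tested compounds plus 3 SD, cut at about 9.5% in these data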;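 further: 0% = DMSO only and 100% = 100 µM cantharidin control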
PP1 counter = counter-screen for PP5 inhibitors: inhibitors of human PP1-alpha. purified PP1alpha, OMFP fluorescence. inhibition, % at 6.7 µM. 0.9% of 320,000 active;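 active means inhibition above the mean inhibition of all tested compounds plus 3 SD, computed separately for each screening campaign, cut at about 15% in these data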
Target sequence (P62136 whole entry, looked up): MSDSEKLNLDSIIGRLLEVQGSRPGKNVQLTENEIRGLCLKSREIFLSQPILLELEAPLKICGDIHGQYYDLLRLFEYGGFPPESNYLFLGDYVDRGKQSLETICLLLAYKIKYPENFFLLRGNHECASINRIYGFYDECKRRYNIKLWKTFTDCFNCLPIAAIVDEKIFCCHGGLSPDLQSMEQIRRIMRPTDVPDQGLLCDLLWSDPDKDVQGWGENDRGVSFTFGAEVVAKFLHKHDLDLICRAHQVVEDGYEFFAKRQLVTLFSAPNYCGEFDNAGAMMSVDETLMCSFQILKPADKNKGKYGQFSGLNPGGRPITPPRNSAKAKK
EBNA-1 inhibitor = blocks EBNA-1 binding to DNA; EBNA-1 DNA binding, fluorescence polarization; inhibition, % at 14.8 µM; 0.34% of 300,000 active; AID 1950; in the data active means inhibition above about 28%
TPT1 inhibitor = C. albicans TPT1 enzyme inhibition; inhibition, % at 5 µM; recombinant caTPT1, FP RNA substrate dephosphorylation; 0.81% of 300,000 active;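 active means inhibition above the mean of all tested compounds plus 3 SD, set per screening campaign, cut at about 24% in these data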;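 further: plate controls were DMSO alone for no effect and ferristatin control at 100 nM for full effect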
ZTA DNA inh = ZTA (EBV) inhibition in EBNA-1 counter-screen; ZTA-DNA binding, fluorescence polarization; AID 2234; inhibition, % at 11 µM; 0.15% of 320,000 active; P03206; in the data active means inhibition above about 33%
Target sequence (P03206 whole entry, looked up): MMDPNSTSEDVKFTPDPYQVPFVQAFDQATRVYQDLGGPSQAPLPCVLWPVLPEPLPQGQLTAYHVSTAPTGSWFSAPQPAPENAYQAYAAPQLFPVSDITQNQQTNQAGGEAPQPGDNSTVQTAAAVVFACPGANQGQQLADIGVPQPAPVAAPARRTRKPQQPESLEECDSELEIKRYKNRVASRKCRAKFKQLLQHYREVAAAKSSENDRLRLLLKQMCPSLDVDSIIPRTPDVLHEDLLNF
CTSL1 counter = cathepsin L1 inhibition, PFM18AAP counter-screen. recombinant F. hepatica cathepsin L1, Z-Leu-Arg-MCA fluorescence. inhibition, % at 5.96 µM. 0.49% of 300,000 active. AID 1906;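 active means inhibition above the mean of all tested compounds plus 3 SD, set per screening campaign, cut at about 17% in these data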;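 further: 0% = plate median of test compound wells and 100% = 1 µM Z-Phe-Ala-diazomethylketone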
CR mimetic SO = lowers age-related superoxide in aged yeast cells; S. cerevisiae aged cells, superoxide DHE fluorescence; active compounds read low; superoxide response (% of plate mean), % at 10 µM; 0.18% of 330,000 active; AID 2690;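 active means superoxide response under a set limit, about three screen SD below normal, cut at about 65% in these data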;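 further: yeast aged for seven days with compound at 30 °C before DHE staining; 100% = average MFI of all compound-treated wells on the plate with controls excluded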
Numbers without * were called inactive; i = inactive; ? = inconclusive; · = no result given. Compounds were not picked by outcome, and some 3.1% of all compounds hit somewhere here.

nr	Molecule	GASC-1 inh	HCV core dimer	PP5 primary	PP1 counter	EBNA-1 inhibitor	TPT1 inhibitor	ZTA DNA inh	CTSL1 counter	CR mimetic SO
1	Cn1c(=O)[nH]c(=O)c2c1nc(CN1CCOCC1)n2Cc1ccc(F)cc1	0	2	4.6	-1	-10	1	8	-3	100
2	COc1ccc(N(C(=O)c2ccco2)C(C(=O)NC2CCCC2)c2ccc(N(C)C)cc2)cc1 (centres undefined)	-10	15	0.2	-3	2	-5	8	2	105
3	Cc1noc(C)c1COC(=O)c1ccc2c(c1)OCO2	1	-1	-1.4	2	2	2	12	-1	85
4	Cc1ccc(C(=O)NC(NCc2ccco2)C(Cl)(Cl)Cl)cc1 (centres undefined)	-3	-10	1.9	0	5	1	-27	-4	116
5	c1ccc(Oc2cc(-c3ccccc3)ncn2)cc1	-9	0	2.3	-2	-6	1	-4	-2	97
6	Cc1ccc(N2C(N)=C(C#N)C(c3cccs3)C3=C2CC(C)(C)CC3=O)cc1 (centres undefined)	4	12	2.1	1	0	0	-1	1	107
7	O=C(CCn1c(=O)c2cccn2c2ccc(F)cc21)NCc1cccc(F)c1	12	3	0.5	-3	11	1	-8	4	82
8	O=C(COC(=O)C1(c2ccccc2F)CCCC1)NCc1ccc2c(c1)OCO2	0	-5	0.8	0	8	0	22	-1	86
9	CC1CCCN(c2ccc(/C=C(\C#N)c3nn(-c4ccccc4)c(N)c3C#N)cc2[N+](=O)[O-])C1 (centres undefined)	22	28	0.3	-1	3	-3	4	6	99
10	O=CN1CCN(S(=O)(=O)c2ccc(Cl)c(C(=O)O)c2)CC1	-8	-3	1.7	2	4	0	0	0	88
11	Cc1ccc(NC(=O)C(C)S)cc1 (centres undefined)	35	4	1.4	-1	5	2	-2	-9	96
12	O=CN1CCN(S(=O)(=O)c2ccc(S(=O)(=O)NC3CCCCC3)cc2)CC1	-9	1	5.5	0	-4	1	-4	1	107
13	Cc1c(OCC(=O)N(C)c2ccccc2)ccc2c3c(c(=O)oc12)CCC3	-3	6	2.4	-1	-1	0	8	2	104
14	CC(C)CCOc1ccc(C2(C)NC(=O)N(CN3CCOCC3)C2=O)cc1 (centres undefined)	-10	-3	4.5	-2	-2	0	6	-7	104
15	CCN(CC)S(=O)(=O)c1ccc2c(c1)nc(-c1ccccn1)n2C	6	7	4.2	0	-1	1	2	-4	98
16	CCn1nc(C)c(NC(=O)CCCSc2nc(-c3ccco3)cc(C(F)(F)F)n2)c1C	2	2	1.1	-1	7	-4	-15	-2	87
17	O=C(O)C1CC(c2ccc(F)cc2)=NO1 (centres undefined)	5	-104	0.8	4	1	-3	8	4	98
18	Cc1cccn2c(=O)nc(SCC(=O)N3CCOCC3)nc12	8	-2	-0.4	-3	2	2	-1	-3	106
19	O=C(CSCc1cccc(Br)c1)N1CCOCC1	-2	-4	-1.2	-1	2	-3	9	-13	96
20	Cn1c(SCC(=O)N2CCCCCC2)nc2c(c1=O)SCC2	-1	6	4.0	-3	5	-1	10	1	103
21	CN1CCN(C(=O)c2c(NC(=O)c3ccco3)sc3c2CCC(C(C)(C)C)C3)CC1 (centres undefined)	10	-3	-0.1	-4	-8	1	3	1	109
22	Cc1ccc(C(=O)OCC(=O)NC2CCCCC2)s1	-13	1	-3.1	0	-2	1	-12	2	117
23	COc1ccccc1C/C(N)=N/OC(=O)COc1cccc2ccccc12	-6	-3	2.9	1	-1	-3	-26	0	100
24	CC(NCCO)C(=O)C12CC3CC(CC(C3)C1)C2 (centres undefined)	-7	-1	1.6	-6	4	-4	-3	-9	100
25	COc1ccccc1Nc1ncc(C(=O)N2CCN(Cc3ccc(OC)c(OC)c3OC)CC2)c2ccccc12	3	8	2.1	-4	-5	-1	3	0	106
26	COc1ccc(S(=O)(=O)N2CCCC2)cc1C(=O)N1CCOCC1	-2	-3	-0.1	-7	6	1	4	-1	90
27	O=C(CCCCCn1c(=S)[nH]c2ccc(N3CCOCC3)cc2c1=O)NCc1cccc(Cl)c1	-4	12	-0.2	3	-5	1	-7	3	111
28	COC(=O)c1ccc(NC(=O)CCN2CCOCC2)cc1	-7	-20	-0.4	4	-10	-2	-8	4	105
29	Nc1nonc1-n1nnc(C(=O)N/N=C/C2CC=CCC2)c1CSc1ccccc1 (centres undefined)	9	-4	1.1	-2	-5	-3	2	0	84
30	CC1(C)Cc2c(c(-c3ccco3)nc3sc4c(NCCCO)ncnc4c23)CO1	2	2	3.3	2	-2	-1	-8	-1	118
31	Cc1nc2ccccc2cc1OCc1ccccc1	2	0	1.1	5	7	-4	3	-2	94
32	CCc1ccccc1-n1c(SCC(=O)NC)nnc1-c1ccco1	40	-1	-2.5	-1	1	-5	6	0	102
33	Cc1cc(NC(=O)c2ccc(F)cc2)n(-c2ccccc2)n1	-22	-13	1.9	0	-4	-3	4	-2	103
34	O=C(/C=C/c1cccc(F)c1)NCc1ccc2c(c1)OCO2	1	2	2.3	1	-2	-5	-16	-4	89
35	N#Cc1nc(-c2ccco2)oc1NCCCn1ccnc1	15	-3	-2.2	-2	4	-3	19	5	98
36	N#C/C(=C\c1cn(Cc2ccc(C#N)cc2)c2ccccc12)C(=O)NCc1cccs1	-4	6	1.2	9	15	-4	-4	0	100
37	CC1CN(c2nc(-c3ccccc3)nnc2-c2ccccc2)CC(C)O1 (centres undefined)	0	5	-2.1	-1	2	-2	2	1	91
38	COc1cc(OC)cc(C(=O)N[C@H](C(=O)NCc2ccc(F)cc2)C(C)C)c1	-6	-5	2.0	4	-13	5	-1	8	99
39	CC(=O)Nc1cc(C(=O)N2CCCC2)ccc1S(=O)(=O)c1ccc(Cl)cc1	2	-1	-1.1	-2	2	0	20	2	84
40	COc1ccc(/C=N/NC(=O)Cn2ccnc2C)cc1OC	5	2	-0.5	-2	0	0	3	-3	83
41	C=CCN=c1sc(C(=O)OC)cc(=O)n1CC=C	3	0	3.4	-2	-13	-3	-11	-2	114
42	COC(=O)c1cc(NC(=O)c2cc(C)oc2C)cc(C(=O)OC)c1	-3	5	1.9	0	4	14	-6	0	122
43	CC(C)(C)NC(=O)c1cccc(NC(=O)CSc2ccc(Cl)cc2)c1	-15	-5	2.1	-2	9	-4	-25	-3	112
44	Cc1ccccc1NC(=O)CSc1nc(COc2ccccc2)nc2ccccc12	?	11	-0.2	5	9	2	-3	1	90
45	CCc1nnc(SCC(=O)Nc2ccc(N3CCOCC3)cc2)o1	6	-1	-2.0	-2	5	0	-5	-2	96
46	CC(=O)N1CCCN(Cc2cn(-c3cccc(C)c3)nc2-c2cccc(F)c2)CC1	1	5	2.4	-2	-8	0	-2	-3	100
47	CC(=O)Oc1cccc(N2C(=O)C3C4C=CC(CC4)C3C2=O)c1 (centres undefined)	3	5	-1.4	-2	10	1	16	-12	96
48	Cc1ccc(/C=N/NC(=O)c2ccco2)cc1	17	4	2.4	-2	9	-3	5	3	86
49	CC1CCCC(C)N1C(=O)CSc1nnc(-c2ccco2)n1C (centres undefined)	6	·	-3.8	-6	·	·	2	·	113
50	CN(C(=O)c1ccccc1C(=O)c1ccccc1)C1CCS(=O)(=O)C1 (centres undefined)	-12	-1	1.6	-1	3	3	-7	3	92

The results go on.
nr	Molecule	GASC-1 inh	HCV core dimer	PP5 primary	PP1 counter	EBNA-1 inhibitor	TPT1 inhibitor	ZTA DNA inh	CTSL1 counter	CR mimetic SO
51	Cc1ccc(Cn2c(SC3CCOC3=O)nc3ccccc3c2=O)cc1 (centres undefined)	4	4	1.2	5	-11	-1	-8	1	104
52	CCCn1nnnc1NCc1ccccc1Cl	3	-3	-0.4	0	16	-5	2	0	102
53	CC(C)(C)NC(=O)C(c1ccccn1)N(C(=O)c1csnn1)C1CCCCC1 (centres undefined)	-3	-1	2.9	-1	-16	1	-7	-1	97
54	Cc1nn(Cc2ccc(Cl)c(Cl)c2)c(C)c1NC(=O)c1cn(-c2ccccc2)nc1-c1ccccc1	3	10	2.6	-4	6	-5	-8	3	107
55	CCCn1c(C)cc(C(=O)COC(=O)c2cc(S(=O)(=O)NCC(C)C)c(Cl)cc2Cl)c1C	-5	10	6.4	2	-8	2	-11	2	102
56	Cc1ccc(-c2[nH]c(-c3ccccc3)nc2SCC(=O)NCC2CCCO2)cc1 (centres undefined)	-17	-24	2.0	0	-1	1	4	-2	110
57	COCCCNc1nc2c(c(=O)n(Cc3ccc(F)cc3)c(=O)n2C)n1C	5	12	1.7	-3	11	-2	12	2	91
58	CN(C)/C=N/C(=S)Nc1cc(Cl)cc(Cl)c1	3	4	1.6	3	13	-4	6	-2	95
59	C#CCn1c(S(=O)(=O)Cc2ccc(F)cc2)nc(-c2ccccc2)c1-c1ccccc1	-10	7	4.5	7	10	-1	-2	-2	91
60	COc1ccc(/C=C2\Oc3cc(OCC(=O)N4CCC[C@H]4C(=O)O)ccc3C2=O)cc1OC	6	-5	1.9	4	6	9	-8	6	97
61	CCN(CC)C(=O)CSc1nnc(COc2ccccc2)n1N	1	7	-3.6	-5	5	-1	7	2	99
62	Cc1ccc(C(=O)C2CCN(CC(=O)Nc3ccc(N(C)C)cc3)CC2)cc1	4	-4	0.2	3	9	-1	-4	7	74
63	OCCC1CN(Cc2cccc3nonc23)CCN1C1CCCCC1 (centres undefined)	-12	0	-2.0	-3	-1	3	1	-3	100
64	COc1ccc(-c2nn(CCC#N)cc2/C=N/O)cc1OC	-3	-2	-1.1	0	-1	-4	9	-3	110
65	Cc1c(C(=O)N2CCC[C@H]2CO)oc2c(F)cccc12	3	16	0.7	4	-17	-2	6	4	111
66	CC(=O)c1c(C)c[nH]c1C	5	2	-0.6	0	-9	-4	1	4	90
67	CSc1ccccc1OCc1cc(C(=O)NCCCn2nc(C)cc2C)no1	42	-4	-2.9	-2	-11	3	-6	1	102
68	O=C(COc1ccc(S(=O)(=O)N2CCCC2)cc1Cl)NC1CCCC1	-4	-3	4.3	-7	-10	-3	-16	-5	103
69	COc1ccccc1N1CCN(C(=O)CCCC2=NS(=O)(=O)c3ccccc3N2)CC1	i	-5	-0.8	-3	8	-4	6	5	87
70	COc1ccc(CC(=O)NCc2nnc(SCCOc3ccccc3)n2C)cc1	1	-7	0.6	-3	-4	2	0	4	90

Compound profiles (already shown). Screens in order: GASC-1 inh | HCV core dimer | PP5 primary | PP1 counter | EBNA-1 inhibitor | TPT1 inhibitor | ZTA DNA inh | CTSL1 counter | CR mimetic SO
Cc1c(C(=O)N2CCC[C@H]2CO)oc2c(F)cccc12 reads 3 | 16 | 0.7 | 4 | -17 | -2 | 6 | 4 | 111
O=C(COc1ccc(S(=O)(=O)N2CCCC2)cc1Cl)NC1CCCC1 reads -4 | -3 | 4.3 | -7 | -10 | -3 | -16 | -5 | 103

Next section
nr	Molecule	GASC-1 inh	HCV core dimer	PP5 primary	PP1 counter	EBNA-1 inhibitor	TPT1 inhibitor	ZTA DNA inh	CTSL1 counter	CR mimetic SO
71	Cc1ccc(C(C(=O)NCC2CCCO2)N(Cc2ccccc2)C(=O)c2ccc(-c3ccccc3)[nH]2)o1 (centres undefined)	-5	5	2.1	1	3	-3	-6	-2	100
72	COc1ccc(CCNC(=O)C2CC2)cc1OC	2	5	0.1	-8	5	-2	-8	-3	82
73	C[C@H]1CC[C@]2(O[C@@H](CCO)C[C@@H](O)[C@@H]2O)O1	13	0	0.0	2	1	0	4	-2	100
74	COc1ccc2[nH]c(C(=O)NCc3ccccc3)c(C)c2c1	3	-4	0.2	2	19	-6	-17	0	91
75	C=C1CCN([C@@H](Cc2ccccc2)C(=O)Nc2ccc(OC)cc2)S(=O)(=O)c2ccccc21	35	8	3.5	-1	14	-1	9	0	105
76	O=C(Nc1ccccc1Br)C1CCN(C(=O)Cc2ccccc2)CC1	-4	-1	0.4	-4	1	-3	-5	-1	103
77	COC(=O)c1sccc1-n1cccc1C(=O)C(=O)N1CCOCC1	3	-1	-2.9	-3	-6	1	-6	4	97
